Assay outcomes as filed in PubChem.
sgs1 mgt1 – NCI yeast anticancer drug screen, S. cerevisiae sgs1 mgt1 strain | % growth inhibition at 50 µM | hit rate 10% among 78,000;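 note: 0% = growth of vehicle-only cultures of the same strain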
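Read-out: growth inhibition vs vehicle controls. Cells: mutant yeast strain deficient in DNA damage repair.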
bub3 – NCI yeast anticancer drug screen, S. cerevisiae bub3 mutant strain; growth inhibition, % at 50 µM; AID 167, 2004; hit rate 9.9% among 78,000;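 note: 0% = growth of vehicle-only cultures of the same strain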
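Part of a panel of yeast mutants defective in DNA damage repair or cell cycle regulation. Each strain is grown with compound, and inhibition is calculated relative to solvent-treated cultures.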
yeast mlh1 rad18 – NCI yeast anticancer drug screen, S. cerevisiae mlh1 rad18 strain; growth inhibition, % at 50 µM; hit rate 11% among 79,000; AID 175, 2004;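 note: 0% = growth of vehicle-only cultures of the same strain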
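Compound-treated yeast growth, normalised to vehicle controls. Strain bears defined DNA repair mutations.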
rad50 – NCI yeast anticancer drug screen, S. cerevisiae rad50 strain. % growth inhibition at 50 µM. hit rate 10% among 79,000. AID 155, 2004;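 note: 0% = growth of vehicle-only cultures of the same strain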
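Vehicle-treated cultures provide the reference for the growth inhibition reported for compound-exposed, repair-deficient yeast.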
mec2-1 – NCI yeast anticancer drug screen, S. cerevisiae mec2-1 strain. growth inhibition, % at 50 µM. hit rate 9% among 79,000. AID 157, 2004;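 note: 0% = growth of vehicle-only cultures of the same strain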
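Test agents were screened against the mec2-1 yeast strain, with defined DNA repair or cell cycle alteration. Growth was scored as inhibition against vehicle-only controls.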
cln2 rad14 – NCI yeast anticancer drug screen, S. cerevisiae cln2 rad14 strain | hit rate 8.3% among 78,000 | % growth inhibition at 50 µM;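 note: 0% = growth of vehicle-only cultures of the same strain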
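Yeast carrying cln2 and rad14 alterations (cell cycle control and DNA damage repair) were exposed to compounds. Growth inhibition was measured against vehicle-treated controls.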
The depositor's hits bear a star; · = not tested or not shown; & = joins results of further samples. Cut-off read from the data, not from the text of the source: active = growth inhibition above about 70%; inactive = the rest.

Start of the data: the first ten records, to show the layout:
SMILES | sgs1 mgt1 | bub3 | yeast mlh1 rad18 | rad50 | mec2-1 | cln2 rad14
COC1OC(COS(C)(=O)=O)C2OC(C)(C)OC12 (stereo not drawn) | 3.5 | -9.3 | 21.9 | 11.6 | 1.9 | 11.6
CCCNC(=O)OCC#CCOC(=O)NCCC | 15.4 | 12.5 | -6.1 | 2.5 | -4.2 | -38.5
Cn1c(=O)c2c(ncn2CCN2CCNCC2)n(C)c1=O | 0.2 | 25.4 | 3.9 | 13.8 | -12.8 | -37.5
CC(C)(C)OC(=O)N(CCCCN(CCCNC(=O)C(F)(F)F)C(=O)OC(C)(C)C)CCCNC(=O)C(F)(F)F | -14.3 | 4.6 | -32.0 | -14.9 | 4.8 | 3.1
COC(=O)CCC(=O)c1ccc2c(c1)CCC2 | 17.2 | 33.5 | 7.7 | -3.2 | -26.2 | 3.0
C=C1CC(OC(=O)C(C)(O)CCl)C2C(=C)C(=O)OC2C2C1CC(O)C2(O)CCl (stereo not drawn) | 51.3 | 18.0 | 20.4 | 28.4 | 20.1 | 15.2
CSc1nc(N)cc(Cl)n1 | -12.4 | -1.9 | -9.7 | 7.8 | -25.5 | 5.8
CCCC(C)C(=O)OCCOCC (stereo not drawn) | -1.5 | 9.3 | 49.9 | 4.5 | 2.8 | -32.4
COc1ccc(O)c(C(=O)CCC(=O)O)c1 | 6.5 | 10.2 | 6.0 | 8.1 | 10.2 | 4.3
CCOC(=O)CCC(NC(=O)OCc1ccccc1)C(=O)NC(CCC(=O)OCC)C(=O)NC(CCC(=O)OCC)C(=O)NC(CCC(=O)OCC)C(=O)NC(CCC(=O)OCC)C(=O)OCC (stereo not drawn) | -26.4 | 22.0 | -3.6 | -17.8 | -22.4 | -5.4

The list itself, repeating the preview:
SMILES | sgs1 mgt1 | bub3 | yeast mlh1 rad18 | rad50 | mec2-1 | cln2 rad14
COC1OC(COS(C)(=O)=O)C2OC(C)(C)OC12 (stereo not drawn) | 3.5 | -9.3 | 21.9 | 11.6 | 1.9 | 11.6
CCCNC(=O)OCC#CCOC(=O)NCCC | 15.4 | 12.5 | -6.1 | 2.5 | -4.2 | -38.5
Cn1c(=O)c2c(ncn2CCN2CCNCC2)n(C)c1=O | 0.2 | 25.4 | 3.9 | 13.8 | -12.8 | -37.5
CC(C)(C)OC(=O)N(CCCCN(CCCNC(=O)C(F)(F)F)C(=O)OC(C)(C)C)CCCNC(=O)C(F)(F)F | -14.3 | 4.6 | -32.0 | -14.9 | 4.8 | 3.1
COC(=O)CCC(=O)c1ccc2c(c1)CCC2 | 17.2 | 33.5 | 7.7 | -3.2 | -26.2 | 3.0
C=C1CC(OC(=O)C(C)(O)CCl)C2C(=C)C(=O)OC2C2C1CC(O)C2(O)CCl (stereo not drawn) | 51.3 | 18.0 | 20.4 | 28.4 | 20.1 | 15.2
CSc1nc(N)cc(Cl)n1 | -12.4 | -1.9 | -9.7 | 7.8 | -25.5 | 5.8
CCCC(C)C(=O)OCCOCC (stereo not drawn) | -1.5 | 9.3 | 49.9 | 4.5 | 2.8 | -32.4
COc1ccc(O)c(C(=O)CCC(=O)O)c1 | 6.5 | 10.2 | 6.0 | 8.1 | 10.2 | 4.3
CCOC(=O)CCC(NC(=O)OCc1ccccc1)C(=O)NC(CCC(=O)OCC)C(=O)NC(CCC(=O)OCC)C(=O)NC(CCC(=O)OCC)C(=O)NC(CCC(=O)OCC)C(=O)OCC (stereo not drawn) | -26.4 | 22.0 | -3.6 | -17.8 | -22.4 | -5.4
O=C1c2scc(-c3ccccc3)c2-n2cccc21 | 82.5* | 79.0* | 88.2* | 78.5* | 90.1* | 80.8*
O=[N+]([O-])c1ccc(-c2ccc([N+](=O)[O-])cc2)cc1 | 7.7 | 22.6 | -13.3 | -2.0 | -0.9 | -38.5
O=C(O)/C=C/C(=O)Nc1ccc(Oc2ccc(Cl)cc2)cc1 | · | · | 14.0 | -12.4 | -14.8 | ·
CC(=O)Nc1c([N+](=O)[O-])cc(O)cc1[N+](=O)[O-] | 12.3 | -16.9 | -8.4 | -17.9 | -15.7 | -26.3
Oc1[nH]c2ccccc2c1N=NC(=S)NCc1ccccn1 | 90.9* | 90.8* | 91.8* | 77.4* | 86.3* | 90.5*
O=C1/C(=C/c2ccc(Br)cc2)CCC/C1=C\c1ccc(Br)cc1 | 0.2 | -11.9 | 13.9 | 24.2 | 13.0 | -15.8
O=c1cc(Cl)nc2ccccn12 | -11.0 | -3.9 | 4.5 | 18.6 | -1.1 | -52.3
CSc1cccc(N)c1 | -46.1 | -6.8 | -5.7 | -23.6 | -12.4 | 6.1
O=c1n(-c2ccccc2)c(=O)n2n1C1C3C4C5C1C5C2C43 (stereo not drawn) | 12.3 | 5.0 | 12.8 | -8.4 | 8.9 | 5.8
O=S1CCCCO1 (stereo not drawn) | -0.5 | 5.4 | 0.8 | 6.2 | 2.7 | -33.4
CC(O)CC(C)CO (stereo not drawn) | -9.5 | 15.2 | 18.0 | 23.1 | -20.3 | -55.5
Cc1[nH]nc(C(=O)O)c1[N+](=O)[O-] | 20.2 | -3.2 | 8.2 | 35.6 | 11.3 | -25.7
Brc1cc(Br)cc(CN2CCOCC2)c1 | 49.6 | 56.8 | 46.2 | 34.0 | 15.1 | 48.0
C#CCOC(=O)C(N)C(C)O (stereo not drawn) | -19.1 | 1.0 | -10.2 | -10.7 | -9.9 | 2.5
NC(=S)/N=C(/c1nc2ccc(Cl)cc2[nH]c1=O)C(O)c1ccccc1Cl (stereo not drawn) | -20.2 | 22.5 | 5.8 | -2.9 | -21.8 | 4.3
COC(=O)C(/C(=N\O)C(=O)Nc1cccc(Cl)c1C)c1cnc2ccccc2n1 (stereo not drawn) | 8.8 | -0.2 | 12.5 | 14.5 | -11.1 | 23.5
N=c1c(-c2ccccc2)cc2ccccc2n1O | -7.0 | -5.3 | -5.2 | 7.6 | 10.3 | -0.1
CCOC(SCC)C(O)C(O)C(O)C(O)CO (stereo not drawn) | 20.4 | -7.8 | -21.6 | -1.9 | -4.2 | -14.7
Cc1cc(O)c2c(c1)C(=O)c1c(-c3ccc(O)c4c3C(=O)c3c(O)c(C)cc(O)c3C4=O)ccc(O)c1C2=O | -17.1 | -26.8 | -24.4 | -30.7 | -19.8 | 9.1
O=C(Cn1nnc(N2CCOCC2)n1)N/N=C/c1ccccc1Cl | 20.1 | 11.8 | 11.6 | -3.6 | -7.4 | 25.6
COc1cc(C2c3cc4c(cc3OC(NNc3ccccc3)C2C)OCO4)cc(OC)c1OC (stereo not drawn) | 20.6 | 88.2* | 77.0* | 12.3 | 40.5 | 53.0
COCc1cc(=O)c(OC)cn1CCO | -25.9 | 0.0 | -5.2 | -40.5 | -17.9 | -63.1
CCOC(=O)c1cc(C)nc2c1c(=O)n(-c1ccccc1)c(=O)n2CCCCN1CCN(c2ncccn2)CC1 | 12.2 | -16.9 | -38.5 | 9.8 | -32.4 | 7.5
O=[N+]([O-])c1ccc(NCc2ccccc2)nc1 | 38.8 | 19.4 | 24.1 | 38.3 | 9.2 | 16.8
Cc1ns/c(=N\C(=S)N(C)C)n1C | 1.8 | 9.9 | 5.6 | 8.1 | -3.2 | -0.6
CCOC(=O)/C(=N\O)C(C)(C)c1ccnc2ccccc12 | -10.9 | -5.0 | 4.7 | -4.0 | 0.6 | 4.0
Cc1cc(O)c(Br)cc1C | 9.2 | 0.2 | -9.4 | 5.3 | -33.0 | -5.5
CC(O)C(N)C(=O)O (stereo not drawn) | -12.6&15.8 | -7.5&23.7 | 10.6&17.1 | 0.3&-2.6 | -4.3&22.5 | 16.6&16.8
CCc1ccccc1NC1=C(Cl)C(=O)c2ccccc2C1=O | 1.9 | -0.2 | 10.0 | -1.9 | 10.8 | -20.3
COc1cc([N+](=O)[O-])ccc1NC(=O)c1c(Br)c(Br)c(Br)c(Br)c1C(=O)O | 13.7 | -2.9 | 34.9 | 8.0 | 4.8 | -13.4
CC(=O)c1cc(-c2ccccc2)nc2ccccc12 | 98.2* | 87.0* | 97.1* | 89.2* | 94.1* | 74.5*
CC(C)OC(=O)Nc1cccc(Cl)c1F | -6.2 | 8.2 | 8.7 | 15.9 | -10.8 | -0.8
Cc1nc2nnnc(N)c2[nH]1 | 17.2 | -17.8 | 47.5 | 9.7 | 5.0 | -14.5
COCC(N)=O | 15.2 | 5.2 | 13.8 | 31.2 | -17.9 | -5.1
CN(C)c1nc(=Nc2ccc3c(c2)OCO3)ss1 | 54.0 | 16.9 | 50.2 | 30.5 | 24.4 | 34.1
CCOC(CS(=O)(=O)CC(N)=O)OCC | -3.8 | -11.8 | 5.8 | 6.3 | 0.5 | -29.4
C[Si](CNCCN)(c1ccccc1)c1ccccc1 | 13.2 | 19.6 | 18.4 | 11.4 | -18.2 | 16.1
Cc1ccc(N2CCCOC2=O)cc1 | -4.9 | -6.4 | 15.4 | 2.8 | -3.5 | -1.8
CC(C)(C)C(=O)OCn1cnc2ncn(O)c(=N)c21 | 9.2 | -2.2 | -16.6 | -1.4 | 15.7 | -9.8
COc1ccc(NC(=S)N(CCC#N)C2CCCCC2)cc1 | -3.0 | -1.5 | -4.0 | -1.1 | -24.3 | 16.8
Cc1ccccc1/C=N\N=C\c1ccccc1C | -13.1 | -33.4 | -12.6 | -6.2 | -8.1 | 11.9
N#CSc1ccc(O)cc1 | 92.6* | 96.4* | 93.3* | 94.3* | 96.2* | 93.8*
Cc1ccc([N+](=O)[O-])cc1NC(=O)NCCCl | 5.5 | -11.1 | -9.1 | -11.1 | 4.5 | -1.0
COc1cc(C(=O)C/C(CCC(=O)Nc2ccccc2[N+](=O)[O-])=N\NC(=O)C(N)=O)ccc1O | -47.4 | -16.2 | -24.4 | -20.5 | 9.8 | 5.9
COC(=O)c1ccccc1C1CN=NC12Cc1c(C)cccc1C2=O (stereo not drawn) | -5.0 | 13.8 | -13.7 | -2.2 | 6.0 | -7.1
C=C1CC23CCC4C(C)(C(=O)O)CCCC4(C)C2CCC1C3 (stereo not drawn) | 90.0* | 89.3* | 82.0* | 90.5* | 91.0* | 87.2*
CC1=C(C(=O)Nc2ccccc2Cl)C(c2cccc([N+](=O)[O-])c2)C(C(=O)Nc2ccccc2Cl)=C(C)N1 | 20.4 | 27.9 | 13.3 | 11.8 | 30.2 | 1.9
CCCCN(CCCC)S(=O)(=O)CCCC | -16.9 | 7.0 | -10.8 | 3.9 | 8.1 | 27.7
O=C(Oc1cccc2cccnc12)c1ccccc1 | 93.6* | 98.0* | 95.2* | 96.4* | 97.0* | 91.2*
COc1cc2c(cc1OC)C(CCN)=NCC2 | -5.0 | -7.4 | 3.8 | 2.7 | -4.2 | -4.0

The results go on:
SMILES | sgs1 mgt1 | bub3 | yeast mlh1 rad18 | rad50 | mec2-1 | cln2 rad14
Nc1cc(OCc2ccccc2)ncn1 | 3.8 | -1.1 | 20.9 | 10.6 | 11.0 | -11.6
CCOC(=O)Nc1ccc2c(c1)N(C(=O)CCN(CC)CC)c1ccccc1S2 | -5.8 | 2.1 | -33.8 | 20.4 | -0.1 | -17.4
CCC1C[N+]2(C)CCc3cc(OC)c(OC)cc3C2CC1=O (stereo not drawn) | 12.8 | 1.4 | 7.0 | -10.2 | 1.2 | 19.9
CN1CCCCC1CCN1c2ccccc2Sc2ccc(S(C)=O)cc21 (stereo not drawn) | 22.8 | 61.9 | 58.6 | 41.8 | 40.8 | 3.9
O=C1N[C@@H]([C@H]2CC[C@H](Cl)CN2)C(=O)N[C@H]1[C@H]1CC[C@H](Cl)CN1 | -4.0 | -20.8 | -0.5 | 0.6 | -16.8 | -7.8
Cc1cc2c(c(O)c1-c1c(C)cc(O)c3c1C(=O)C=CC3=O)C(=O)C=CC2=O | -8.5 | -27.9 | -43.2 | -7.1 | -43.4 | -0.2
O=C(O)c1cc2cc(O)ccc2[nH]1 | 20.9 | 10.4 | -5.2 | 2.6 | 3.6 | 3.0
CS(=O)(=O)C(CCC(=O)C(c1ccccc1)c1ccccc1)C(=O)c1ccccc1 (stereo not drawn) | -20.5 | -1.6 | -29.2 | -7.7 | -11.0 | -39.5
CC12CCC=CC1=CC(=O)CC2 (stereo not drawn) | 1.1 | -6.8 | 32.9 | 1.4 | 16.5 | 4.7
CSc1ccc(C(C)=O)cc1 | 6.0 | 1.6 | 3.0 | 13.6 | 5.9 | 4.6
CSc1nc(N)cc(=O)n1C | -23.9 | -9.1 | 14.2 | -16.1 | -11.2 | -53.1
COC1OC(=O)CC1C1CC=C2C3CCC4CC(O)CCC4(C)C3CCC21C (stereo not drawn) | 95.0* | 64.8 | 88.4* | 83.3* | 74.4* | 62.6
O=C(O)COc1ccccc1OCC(=O)O | -8.6 | -0.1 | 1.2 | 17.4 | 7.3 | 0.6
COc1cccc(/C=C2\SC(=S)N(/C=C3\C(=O)Oc4ccccc4C3=O)C2=O)c1O | 59.0 | 12.8 | 23.6 | 12.2 | 40.1 | 50.6
CCOc1ccc(Br)cc1/C=N\NC(=O)c1ccccc1N(C)C | -16.8 | -2.2 | -11.2 | -8.8 | -11.6 | -23.6
